mIAP block – blocks mouse intestinal alkaline phosphatase; inhibition, % at 10 µM; purified mouse IAP, CDP-Star luminescence, 30 min; actives 0.2% (n = 330,000); AID 2806;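 active = inhibition of at least 40% at 10 µM in the primary screen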;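 also: plate controls were DMSO with enzyme for no effect and no enzyme wells for full effect; values of inactives mirror those of a sister screen read the other way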
mIAP activ – increases mouse intestinal alkaline phosphatase activity. muIAP, CDP-Star luminescence, 30 min; stronger effect = higher value; 1 = vehicle-only enzyme signal, 0 = enzyme-free wells. activation factor at 10 µM. actives 0.24% (n = 330,000). AID 2805;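 active = activation factor of at least 2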; also: the source names both 10 and 20 µM as test concentration; values of inactives mirror those of a sister screen read the other way
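System: Mouse IAP enzyme | Also added: CDP-Star substrate | Dosing: Compounds dispensed in DMSO | Schedule: 30 min enzyme-substrate-compound incubation at room temperature | Technique: Chemiluminescence readout | Control set: DMSO-only wells and no-enzyme negative control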
APOBEC3A inh – human APOBEC3A DNA deaminase inhibition | P31941 | recombinant A3A, FAM/TAMRA ssDNA deamination fluorescence | inhibition, % at 20 µM | actives 0.41% (n = 330,000) | AID 493011;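 active = at least 40% inhibition at 20 µM here, with at most 30% in a related deaminase screen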;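 also: plate controls were A3A with DMSO for no effect and wells lacking A3A enzyme for full effect; some results filed as inactive read as strong as hits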
Target sequence (P31941 whole entry, looked up): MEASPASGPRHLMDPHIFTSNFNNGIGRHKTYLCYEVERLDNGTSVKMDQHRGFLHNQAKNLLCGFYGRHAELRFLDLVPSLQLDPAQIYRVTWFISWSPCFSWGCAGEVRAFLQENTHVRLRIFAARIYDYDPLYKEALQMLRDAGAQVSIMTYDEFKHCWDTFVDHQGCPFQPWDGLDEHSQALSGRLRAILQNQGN
NALP3 yeast inh – NALP3 inhibition in yeast. Yeast reconstituted NLRP3/ASC/caspase-1, beta-gal luminescence, 24 h. inhibition, % at 10 µM. actives 0.39% (n = 330,000);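 active = inhibition of 50% or more; inactive = inhibition below 50%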;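 also: plate controls were induced DMSO wells for no effect and uninduced yeast grown without galactose for full effect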
TIM10 inh – inhibits growth of TIM10 yeast strain; S. cerevisiae TIM10 strain growth, BacTiter-Glo luminescence, 24 h; inhibition, % at 10 µM; actives 1.4% (n = 330,000); AID 463195;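 active = inhibition of 40% or more at the single tested concentration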;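 also: wild-type TIM10 isogenic control strain grown at permissive 25 °C; 0% = DMSO yeast wells and 100% = minimal medium wells without yeast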
tim10-1 inh – tim10-1 yeast growth inhibition | S. cerevisiae tim10-1 ts strain growth, BacTiter-Glo, 24 h | inhibition, % at 20 µM | actives 2.2% (n = 330,000);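 active = inhibition of at least 40%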;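 also: mutant grown at 25 °C; 0% = DMSO wells with yeast and 100% = wells holding no yeast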
beta cell repl – induces beta-cell replication in MIN6 cells | AID 2380 | MIN6 cells proliferation, ATPlite luminescence, 48 h; cells starved in 0.2% serum; 100% = growth in 10% serum | actives 0.29% (n = 330,000) | proliferation, % at 10 µM;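 active = compounds whose signal lies at least 3.5 SD above the mean of all wells on their plate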;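 also: 0% = DMSO-treated cells in low-serum medium and 100% = 10% serum control; some compounds called inactive have numbers as strong as hits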
A3G deaminase – APOBEC3G (human) deaminase inhibition; Q9HC16; recombinant A3G, ssDNA deamination FAM/TAMRA fluorescence; inhibition, % at 20 µM; actives 0.28% (n = 330,000);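 active = inhibition of at least 40% at 20 µM, with no more than 30% in the related APOBEC3A deaminase screen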;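 also: plate controls were DMSO wells with A3G for no effect and wells lacking A3G enzyme for full effect; some compounds called inactive have numbers as strong as hits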
hIAP block – blocks human intestinal alkaline phosphatase; P09923; purified IAP, CDP-Star luminescence, 30 min; inhibition, % at 10 µM; actives 0.12% (n = 330,000); AID 2544;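 active = inhibition reaching a set limit with compound at 10 µM in the primary screen, cut at about 35% in these data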;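 also: plate controls were DMSO wells with enzyme for no effect and no-enzyme buffer wells for full effect; values of inactives mirror those of a sister screen read the other way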
Target sequence (P09923 whole entry, looked up): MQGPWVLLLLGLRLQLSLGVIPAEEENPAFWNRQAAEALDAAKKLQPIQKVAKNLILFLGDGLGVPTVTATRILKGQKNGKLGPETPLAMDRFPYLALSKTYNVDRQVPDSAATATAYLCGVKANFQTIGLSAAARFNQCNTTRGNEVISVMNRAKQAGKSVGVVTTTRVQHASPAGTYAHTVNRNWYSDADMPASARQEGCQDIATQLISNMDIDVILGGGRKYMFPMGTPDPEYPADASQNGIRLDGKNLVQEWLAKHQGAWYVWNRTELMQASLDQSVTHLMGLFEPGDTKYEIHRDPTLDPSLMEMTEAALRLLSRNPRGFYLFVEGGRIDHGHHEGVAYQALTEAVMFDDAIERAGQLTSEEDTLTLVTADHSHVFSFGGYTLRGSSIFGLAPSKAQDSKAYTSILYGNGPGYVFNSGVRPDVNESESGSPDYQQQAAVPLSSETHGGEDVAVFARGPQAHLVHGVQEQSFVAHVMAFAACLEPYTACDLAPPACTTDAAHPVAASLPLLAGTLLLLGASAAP
Numbers without * were called inactive. These rows are one share of the data (hit frequency here may not be typical).

#	compound	beta cell repl	NALP3 yeast inh	A3G deaminase	mIAP block	TIM10 inh	hIAP block	APOBEC3A inh	mIAP activ	tim10-1 inh
1	O=c1c2ccccc2nc(/C=C/c2ccc(O)cc2)n1-c1ccccc1O	-3	-1	-7	10	4	-2	-2	0.9	14
2	CC/C(=N\Nc1cccc2ccccc12)c1c(O)[nH]c(=O)[nH]c1=O	0	4	37	4	13	-7	-2	0.96	30
3	CCN1C(=O)NC(=O)/C(=C\c2cn(CC(=O)O)c3ccccc23)C1=O	1	9	-9	12	7	3	-6	0.88	-25
4	CCOc1ccccc1N1C(=O)CC(=O)NC1=O	-2	5	-3	1	11	8	-9	0.99	2
5	CCOC(=O)C1(c2ccccc2)CCN(CCC(=O)Nc2ccccc2OC)CC1	3	4	-4	5	-16	-16	-1	0.95	-8
6	CCc1nccc2c1[nH]c1ccccc12	2	10	-6	-4	-7	0	-1	1	-10
7	COc1cc(OC)c2c(c1)O[C@@H](c1ccc(OC)c(OC)c1)[C@H](O)C2	-2	11	-5	-16	15	-12	-5	1.2	17
8	CC(C)(C)c1ccc(C(=O)C2CCCN(Cc3ccon3)C2)cc1 (stereo not drawn)	0	26	2	9	-19	-4	-2	0.91	-8
9	C/C=C/c1ccc2c(c1)OCO2	6	10	-6	-12	0	-13	-3	1.1	15
10	O=c1cccc2n1CC1CNCC2C1 (stereo not drawn)	-2	12	-2	1	-5	17	3	0.99	-5
11	CCCC12CN3CCN(CC(C3)/C1=N\NC(=O)c1ccncc1)C2	-1	5	3	-7	-10	-9	0	1.1	13
12	CCN(CC)P(=O)(NC(=O)c1cccn1C)N(CC)CC	-3	1	-3	8	-1	-3	-1	0.92	-6
13	CC(C)(C)NC(=O)Cn1cc(C(=O)c2ccccc2F)c2ccccc21	0	2	3	-6	8	5	4	1.1	16
14	CN(C)[C@@H]1C(=O)C(C(N)=O)=C(O)[C@@]2(O)C(=O)C3=C(O)c4c(O)cccc4[C@@](C)(O)C3C[C@@H]12 (stereo partly drawn)	8	14	32	8	-2	3	74	0.92	3
15	CCN(C(=O)COC(=O)Cc1ccccc1)c1c(N)n(Cc2ccccc2)c(=O)[nH]c1=O	0	5	-3	-9	-4	12	-1	1.1	3
16	COc1ccc(CN2C(=O)NC(=O)/C(=C/c3ccc(OC)c(OC)c3OC)C2=O)cc1	-1	4	5	15	2	14	3	0.85	9
17	COc1ccc(CC2C(=O)NC(=O)NC2=O)c(OC)c1	-1	19	-8	2	8	6	-1	0.98	4
18	O=C(c1ccc2c(c1)ncn2C1CCCCCC1)N1CCC2(CC1)OCCO2	1	-7	-6	0	-4	-6	0	1	15
19	Cn1c(O)c(C=NC2CC3CCC2(C)C3(C)C)c(=O)[nH]c1=O (stereo not drawn)	-1	6	-6	-4	11	2	-6	1	26
20	O=c1[nH]c(=S)n(Cc2ccc(F)cc2)c(O)c1/C=N/N1CCCCCC1	1	8	-3	7	-1	6	-6	0.93	20
21	O=C1NC(=O)C(=Cc2ccc(SC3CCCCC3)o2)C(=O)N1	3	29	24	29	13	-7	34	0.71	23
22	O=C(c1ccccc1)c1ccc(N=Nc2c(O)[nH]c(=O)[nH]c2=O)cc1	-3	8	39	11	-44	-10	3	0.89	-46
23	COC(=O)C1=C(c2cc3ccccc3s2)C[C@@H]2CC[C@H]1N2C(=O)NCc1ccccc1	-2	11	-12	27	7	-1	-8	0.73	14
24	Cc1cc(OC(C)C(=O)NCC(O)c2ccccc2)c2c3c(c(=O)oc2c1)CCCC3 (stereo not drawn)	3	11	-2	-5	4	8	0	1.1	11
25	CCOc1ccc(N2C(=O)NC(=O)/C(=C\c3ccc(N4CCOCC4)cc3C)C2=O)cc1	3	21	-3	12	-7	-2	0	0.88	7

Reformatted: results already given
Order of values: beta cell repl, NALP3 yeast inh, A3G deaminase, mIAP block, TIM10 inh, hIAP block, APOBEC3A inh, mIAP activ, tim10-1 inh
(5) CCOC(=O)C1(c2ccccc2)CCN(CCC(=O)Nc2ccccc2OC)CC1
→ 3, 4, -4, 5, -16, -16, -1, 0.95, -8
(6) CCc1nccc2c1[nH]c1ccccc12
→ 2, 10, -6, -4, -7, 0, -1, 1, -10

(list continues)
#	compound	beta cell repl	NALP3 yeast inh	A3G deaminase	mIAP block	TIM10 inh	hIAP block	APOBEC3A inh	mIAP activ	tim10-1 inh
26	c1ccc(CCN2CCC3(CC2)OCCO3)cc1	1	18	-3	3	12	9	0	0.97	17
27	CCN1C[C@]2(COC)CC[C@H](O)[C@]34C1[C@](O)([C@@H](OC)[C@H]23)[C@@]1(O)C[C@H](OC)[C@H]2C[C@@H]4[C@@H]1[C@H]2OC	-3	21	-1	-10	7	-17	3	1.1	15
28	Cc1ccccc1N1C(=O)NC(=O)/C(=C\c2cc(C)n(C)c2C)C1=O	0	6	-8	2	7	-2	-4	0.98	7
29	COC(=O)C1=C(c2cccc(C#N)c2)C[C@@H]2CC[C@H]1N2C(=O)N1CCOCC1	-2	14	-4	-5	0	-9	-3	1.1	-1
30	Oc1ccccc1/C=N/NP(=S)(c1ccccc1)c1ccccc1	-6	-1	-5	-13	-8	8	-3	1.1	18
31	CCOc1cc2c(cc1OCC)-n1cccc1C(c1ccc(F)cc1)NC2 (stereo not drawn)	-4	23	-9	-2	2	-5	-3	1	25
32	CCN(CC)CCN=Cc1c(O)n(Cc2ccco2)c(=O)[nH]c1=O	2	-8	1	8	7	7	-1	0.92	14
33	CN(C)c1nc(-c2ccccc2)[n+](C)s1	-3	17	-8	6	-15	42*	-3	0.94	-13
34	Cc1cc(=O)oc2c(C)c(OCC(=O)N3C[C@H]4C[C@@H](C3)c3cccc(=O)n3C4)ccc12	2	8	-9	8	-2	3	-4	0.92	5
35	CC1(C)Cc2c(C#N)c(N3CCNCC3)nc(-c3ccco3)c2CS1	-4	25	-2	1	5	8	1	0.99	7
36	Cc1c(C(=O)O)cccc1-n1c(C)cc(/C=C2\C(=O)NC(=O)N(c3ccc4c(c3)OCO4)C2=O)c1C	-2	11	21	20	-7	-8	30	0.8	0
37	CN1C2CCC1CC(OC(=O)c1ccc(Cl)cc1)(C(=O)O)C2 (stereo not drawn)	0	7	0	5	3	-7	-1	0.95	8
38	CSc1ccc(C(=O)C2CCCN(Cc3ccn[nH]3)C2)cc1 (stereo not drawn)	-3	-3	-1	-4	-17	-12	-2	1	-7
39	O=C(Cc1ccccc1)N1CCN(Cc2ccc([N+](=O)[O-])cc2)CC1	1	-54	-1	-13	13	-15	1	1.1	30
40	CC1(C)CC(=O)c2cc(OCC(=O)N3CCN(Cc4ccccc4)CC3)ccc2O1	-2	1	-4	-10	-7	-10	-5	1.1	22
41	Fc1ccc(C(OCCN2CCN(CCCc3ccccc3)CC2)c2ccc(F)cc2)cc1	-8	50*	2	5	-78	0	4	0.95	-54
42	Cc1ccc(-c2cc(C(=O)N3CCC4(CC3)OCCO4)no2)cc1	-1	7	-3	-5	-5	-1	2	1.1	12
43	CCOc1cc2c(cc1OCC)-n1cccc1C(c1ccc(OC)cc1)NC2 (stereo not drawn)	-4	15	-6	-1	6	-6	-5	1	27
44	CCN(CC)S(=O)(=O)c1ccc(N=Cc2c(O)n(-c3ccccc3)c(=O)[nH]c2=O)cc1	-2	-9	-6	-5	-7	-4	-4	1.1	10
45	C[C@]12CCC3C(CC[C@H]4CC(=O)CC[C@]34C)C1CCC2=O (stereo partly drawn)	-3	61*	-11	-8	-44	-8	-2	1.1	-41
46	COC(=O)C1=C(c2ccc(OC)c(OC)c2)C[C@@H]2CC[C@H]1N2C(=O)N1CCCC1	0	3	0	6	8	2	-1	0.94	4
47	C=CCn1c(O)c(C(CC)=NCc2ccc3c(c2)OCO3)c(=O)[nH]c1=O	-3	22	-5	0	-3	6	-1	1	7
48	CCOC(=O)C(O)(c1ccc(NC(=S)NC(=O)c2ccc(Cl)cc2Cl)cc1)C(F)(F)F (stereo not drawn)	0	15	-4	6	34	5	1	0.94	35
49	CC(C)(C)c1cc(OC(=O)Cc2ccccc2)ccc1O	-4	17	-5	6	12	10	-4	0.94	37
50	O=C1/C(=C/c2ccc([N+](=O)[O-])cc2)N2CCC1CC2	-2	-8	-6	3	27	4	-2	0.97	27
51	CN(C)CCN(CC1CCCN(Cc2ccccc2F)C1)C(=O)Cc1c(F)cccc1F (stereo not drawn)	-4	22	-9	4	-15	-13	-3	0.96	-9
52	CCC(COC(=O)NC)NC(=O)Oc1ccccc1 (stereo not drawn)	-2	-3	-2	6	5	6	2	0.94	5
53	COc1ccc(C(=O)C2CN(C)CC2C(=O)c2ccc(OC)cc2)cc1 (stereo not drawn)	-1	13	4	-12	-14	7	4	1.1	20
54	O=C1C2CCN(CC2)C1Cc1ccc(OCCOc2ccccc2)cc1 (stereo not drawn)	-1	15	-3	-4	1	-3	4	1	-9
55	O=C(Nc1ccccc1)c1cccn(Cc2ccccc2)c1=O	0	8	-9	8	31	1	-3	0.92	23
56	CCCC[N+]1(C)C2CC(OC(=O)C(CO)c3ccccc3)CC1C1OC12 (stereo not drawn)	-3	13	0	-1	7	10	3	1	9
57	CC(C)(C)c1o[nH]c(=O)c1CC(N)C(=O)O (stereo not drawn)	0	10	-2	-2	11	2	0	1	-11
58	COc1ccc(CCn2c(O)c(C=NCCCN(C)C)c(=O)[nH]c2=O)cc1OC	-1	-1	4	-1	5	0	-3	1	21
59	CCCCCC[N+](=O)[O-]	2	9	-9	1	4	-5	-4	0.99	4
60	COC(=O)C1=C(c2ccccc2OCc2ccccc2)C[C@@H]2CC[C@H]1N2C(=O)NCc1ccc([N+](=O)[O-])cc1	-7	18	-10	6	6	0	-2	0.94	11
61	COc1ccc(CN2CCCC(C(=O)c3ccccc3SC)C2)cc1O (stereo not drawn)	-1	9	-6	10	21	10	2	0.91	10
62	COCCN1Cc2cc(=O)n3c([nH]c4ccccc43)c2C1=N	-1	2	-5	11	6	-33	4	0.89	6
